From PubChem BioAssay
SW480 rerep: A quantitative high throughput screen for small molecules that induce DNA re-replication in SW480 colon adenocarcinoma cells; actives 1.8% (n = 340,000); Potency, µM (titrated, usually from 46.1 µM), for inactives: at the top dose re-replication activation, hits mostly activators; SW480 DNA re-replication, Hoechst DNA content imaging, 48 h; note: potency is the fitted concentration of half-maximal effect; % of control where 0% means no effect; nearly all actives have a fitted effect of over 55% in size
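Treated cells incubate 48 hr (37 C, 5% CO2), are stained 40 min with Hoechst, and nuclear fluorescence is enumerated; a rise in nuclei with high DNA signal marks re-replication.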
IL-1B inflam inh: qHTS for Inhibitors of Inflammasome Signaling: IL-1-beta AlphaLISA Primary Screen | actives 4.7% (n = 360,000) | activity change, % at 57.5 µM | THP-1 LPS/ATP IL-1B secretion, AlphaLISA, 16 h; active compounds read low; in the data active = activity change below about -50%; inconclusive = mostly about -30% to -49%; note: % is set by controls: 0 for no effect and ±100 for the full control effect
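THP-1 cells pretreated 1 hr with compounds (up to 57.5 uM final), then stimulated with LPS (250 ng/mL final) plus ATP (1.25 mM final); secreted IL-1B measured by AlphaLISA after 16 hr, decreased signal indicating inhibition.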
KB-3-1 cytotox: qHTS assay for MDR1-selective chemotherapeutics: Primary screen using the parental adenocarcinoma cell KB-3-1; AID 1347075, 2019; Potency, µM (series often up to 46.1 µM), inactives show top-dose activity change, negative = cytotoxic, usual class: cytotoxic; KB-3-1 viability, CellTiter-Glo ATP luminescence, 72 h; actives 1.4% (n = 400,000); note: potency is the fitted concentration of half-maximal effect; % is set by controls: 0 for no effect and ±100 for the full control effect; nearly all actives have a fitted effect of over 60% in size
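KB-3-1 cells, DMEM (no phenol red) + 10% FBS; compound by pin transfer, 72 h, 37 °C. Readout: CellTiter-Glo luminescence after 10 min. Data normalized, curve-fitted.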
HT1080 IDH1KD tx: qHTS for induction of synthetic lethality in tumor cells producing 2HG: qHTS for the HT-1080-IDH1KD cell line; HT-1080 IDH1 knockdown viability, ATP luminescence, 48 h; Potency, µM (series often up to 46.1 µM), inactives show top-dose activity, negative = toxicity, hits mostly cytotoxic; actives 2% (n = 360,000); AID 686971, 2013;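 note: potency is the fitted concentration of half-maximal effect; 0% = DMSO wells and -100% = cell-free medium wells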
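After a 2 h attachment period, IDH1KD HT-1080 cells took pin-transferred compound for 48 h at 37 °C; ATP-based luminescence after 10 min room-temperature reagent incubation reported viability.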
MCF10A rerep: A quantitative high throughput screen for small molecules that induce DNA re-replication in MCF 10a normal breast cells; actives 2.9% (n = 350,000); AID 624296, 2012; MCF 10A DNA re-replication, Hoechst nuclear intensity, 48 h; Potency, µM (titrated, usually from 46.1 µM), for the others: at the highest dose activity, positive = re-replication, hits mostly activators; note: potency is the fitted concentration of half-maximal effect; % of control where 0% means no effect; nearly all actives have a fitted effect of over 50% in size
KB-V1 cytotox: qHTS assay for MDR1-selective chemotherapeutics: Primary screen using the drug-selected MDR subline cells KB-V1 | actives 3.4% (n = 400,000) | KB-V1 MDR cells viability, CellTiter-Glo, 72 h | AID 1347076, 2019 | Potency, µM (top dose mostly 46.1 µM), for the others: at the top dose activity change, negative = cytotoxicity, actives largely listed as cytotoxic; note: potency is the fitted concentration of half-maximal effect; % is set by controls: 0 for no effect and ±100 for the full control effect; nearly all actives have a fitted effect of over 60% in size
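Cytotoxicity via CellTiter-Glo luminescence after 72 h compound exposure at 37 degrees C. Cells: drug-selected KB-V1 line, DMEM phenol-red free plus 10% FBS. Compounds tested at multiple concentrations; normalized data fitted to concentration-effect curves.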
ATXN viability: Viability Counterscreen for Primary qHTS for Inhibitors of ATXN expression | S2 cells (HEK-293 line with an ATXN2-luciferase reporter) viability, CellTiter-Fluor protease fluorescence, 24 h | actives 0.49% (n = 400,000) | Potency, µM (titrated, usually from 56.7 µM), usual class: cytotoxic; note: potency is the fitted concentration of half-maximal effect; nearly all actives have a fitted effect of over 40% in size
HT1080-NT tox: qHTS for induction of synthetic lethality in tumor cells producing 2HG: qHTS for the HT-1080-NT fibrosarcoma cell line | HT-1080-NT fibrosarcoma viability, CellTiter-Glo ATP luminescence, 48 h | Potency, µM (top dose mostly 46.1 µM), for inactives: at the top dose activity, negative = less viability, usual class: cytotoxic | actives 1.6% (n = 360,000) | AID 686970, 2013;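 note: NT is the 2HG producing partner of a matched IDH1 knockdown line; potency is the fitted concentration of half-maximal effect; 0% = DMSO-treated cells and -100% = media-only wells without cells; nearly all actives have a fitted effect of over 55% in size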
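Compounds were tested in concentration-response format on HT-1080-NT cells for 48 hours at 37 degrees C. Cell viability came from CellTiter-Glo luminescence; curves were classified by r2, response magnitude and activity.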
ATXN2 expr inh: Primary qHTS for Inhibitors of ATXN expression; HEK-293 ATXN2-luciferase reporter, luminescence, 24 h; Potency, µM (highest dose often 57 µM), without a hit: at the top dose activity change, negative = inhibition, usual class: inhibitors; actives 0.72% (n = 360,000); note: potency is the fitted concentration of half-maximal effect; % is set by controls: 0 for no effect and ±100 for the full control effect; nearly all actives have a fitted effect of over 55% in size
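ATXN2-luciferase reporter cells (luciferase flanked by upstream and downstream ATXN2 gene portions) were treated 24 h at 37 °C with compounds at up to 57 uM. SteadyGlo luminescence gave expression; GF-AFC fluorescence gave viability.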
Active calls of the source: *; i = inactive; ? = inconclusive; . = not tested or not shown; & = joins results of further samples; [ ] = dose if it differs, or a comment. Unless noted, calls come from the whole dose curve; as a rule, active = well fitted curve in the direction sought with a large enough effect; inconclusive = small, poorly fitted or top-dose-only effect, or another doubt; inactive = no such curve, though single readings can be large; an effect the other way counts as inactive or inconclusive.

Sequence of screens: SW480 rerep, IL-1B inflam inh, KB-3-1 cytotox, HT1080 IDH1KD tx, MCF10A rerep, KB-V1 cytotox, ATXN viability, HT1080-NT tox, ATXN2 expr inh
CCOc1ccc(NC(=O)CC2C(=O)N(C)C(=S)N2CCCc2ccccc2)cc1 (configuration not stated)
 : 17.5%, 4.5, 15.8%, 11.6%, ?, ?, ?, 8.2%, -4.4%
O=C(COc1cccc(Cl)c1)Nc1ccc(N2CCOCC2)cc1
 : -27.4%, -21.0, 5.4%, -10.3%, 12.1%, 12.7%, i, -5.0%, 0.0%
N#CCCn1nc(-c2ccccc2)cc1-n1c(C(F)(F)F)nc2ccccc21
 : -0.2%, -25.2, -9.3%, ?, ?, ?, i, ?, -4.7%
CC(=O)Cc1nsc(NC(=O)c2ccccc2)n1
 : -1.2%, -9.6, -16.9%, 1.0%, 8.3%, -8.4%, i, -0.7%, 9.6%
CS(=O)(=O)N(CC(=O)N1CCN(c2ccccc2F)CC1)c1ccc2c(c1)OCCO2
 : 0.4%, -0.5, -4.7%, 3.9%, 1.6%, ?, i, -0.3%, -0.4%
CCO/C=N/c1c(C#N)c2c(c(=S)n1C)COC(C)(C)C2
 : -7.7%, 16.7, 7.5%, 6.8%, -1.6%, 15.5%, i, -0.3%, -6.0%
COCCN(CCOC)Cc1cc(=O)oc2cc(OC)ccc12
 : ., 1.6, 0.1%, -0.2%, ., 0.0%, i, 27.0%, 8.8%
Cn1c(=O)c2c(-c3cccc(Br)c3)n(CCO)cc2n(C)c1=O
 : ., ., 2.2%, ., ., 2.4%, i, ., -2.3%
Cc1ccc(NC(=O)CNC(=O)c2ccco2)cc1
 : -0.9%, 0.5, -0.6%, 16.2%, -3.8%, 0.0%, i, 14.8%, 30.7%[activator]
COc1cc(O)c(C(CCN2CCN(c3ccccc3)CC2)c2cc(OC)c(OC)c(OC)c2)c(OC)c1 (configuration not stated)
 : -6.6%, -7.3, 1.6%, -13.7%, ?, ?, i, -8.3%, -8.4%

The closing three compounds of the part above are carried over, then new ones follow:
Sequence of screens: SW480 rerep, IL-1B inflam inh, KB-3-1 cytotox, HT1080 IDH1KD tx, MCF10A rerep, KB-V1 cytotox, ATXN viability, HT1080-NT tox, ATXN2 expr inh
Cn1c(=O)c2c(-c3cccc(Br)c3)n(CCO)cc2n(C)c1=O
 : ., ., 2.2%, ., ., 2.4%, i, ., -2.3%
Cc1ccc(NC(=O)CNC(=O)c2ccco2)cc1
 : -0.9%, 0.5, -0.6%, 16.2%, -3.8%, 0.0%, i, 14.8%, 30.7%[activator]
COc1cc(O)c(C(CCN2CCN(c3ccccc3)CC2)c2cc(OC)c(OC)c(OC)c2)c(OC)c1 (configuration not stated)
 : -6.6%, -7.3, 1.6%, -13.7%, ?, ?, i, -8.3%, -8.4%
CCn1c(COc2ccc(C)cc2)nnc1SCC(=O)NCc1ccco1
 : -1.6%, 14.7, 17.3%, 13.7%, 1.0%, -20.1%, i, 13.7%, -1.5%
Cc1cccc(-n2cc(-c3ccccc3)c3c(N4CCOCC4)ncnc32)c1
 : 29.1%, -66.9*, 18.3%, 13µM*, ?, ?, i, 20.6µM*, .
c1ccc2c(c1)CCN(C1=Nc3cccc4cccc1c34)C2
 : ?, -91.0*, -0.6%, ?, 8.2µM*, ?, i, ?, -2.6%
O=C(NCCCN1CCN(c2ccc(F)cc2)CC1)C1COc2ccccc2C1 (configuration not stated)
 : ., ., -4.3%, ., ., ?, i, ., -19.9%
Cc1ccc2c(c1)sc1nc(=O)ccn12
 : -1.8%, -14.8, 26.9%, 3.6%, 4.8%, 1.4%, i, -16.3%, 5.7%
O=C(/C=C/c1ccccc1)OCCN1C(=O)c2ccccc2C1=O
 : -0.5%, 2.3, -3.9%, 17.8%, -0.1%, 16.5%, i, 15.1%, -5.1%
CSc1ccccc1NC(=O)CSc1cccc[n+]1[O-]
 : 8.0%, 0.2, 15.1%, -3.7%, 0.8%, -1.9%, i, -1.0%, -1.2%
CC1(C)C(=O)C=C(N2CCCCC2)c2ccccc21
 : ., 9.7, 0.5%, -5.9%, ., 17.8%, i, -2.2%, .
CCOc1ccccc1CNC(=O)c1cc2occc2n1C
 : -0.4%, 10.3, 2.9%, 6.5%, -0.7%, -1.8%, i, 0.4%, 1.8%
Cc1cccc(NS(=O)(=O)c2c(C(=O)N3CCOCC3)c(C)n(C)c2C)c1C
 : -3.9%, 11.6, -5.7%, 9.3%, -0.5%, -2.3%, i, 11.5%, 9.5%
COc1cc(C2CC(=O)Nc3c2c(C)nn3-c2nncc(-c3ccccc3)n2)cc(OC)c1OC (configuration not stated)
 : ., ., 3.7%, ., ., -13.8%, i, ., -3.4%
CNC(=O)c1c(NC(=O)c2cccc(N3C(=O)CCC3=O)c2)sc2c1CCC2
 : ?, ?, 5.0%, -8.7%, -0.3%, -6.3%, i, 0.0%, .
CCN1CCN(c2ccc(S(=O)(=O)N3CCCCC3)cc2NC(=O)C(C)Oc2ccc(F)cc2)CC1 (configuration not stated)
 : 17.3%, ?, 23.9%, 10.8%, 11.1%, -26.8%, ?, 1.6%, 7.7%
CCc1nnc(NC(=O)CCS(=O)(=O)c2ccc(C)cc2)s1
 : 1.4%, -76.4*, 5.3%, -12.2%, 129.6%, 12.2%, i, -15.1%, 37.6%
COc1ccccc1C(c1nnnn1CS(=O)(=O)c1ccc(C)cc1)N1CCSCC1 (configuration not stated)
 : 1.9%, -21.7, 0.9%, 13.0%, -2.8%, ?, i, -3.9%, -0.3%
CC(=O)c1ccccc1OC(=O)c1ccc([N+](=O)[O-])o1
 : -8.0%, 2.7, -4.0%, -1.4%, 2.6%, ?, i, -3.5%, -8.8%
Cc1cccc(NC(=S)N(C)C2(c3ccccc3Cl)CCCCC2=O)c1 (configuration not stated)
 : 2.4%, -3.5, -3.5%, 4.4%, -2.3%, 10.1%, i, 2.9%, 11.7%
CCc1cc(C(=O)N2CCc3c([nH]c4ccccc34)C2c2ccc(OC)cc2F)no1 (configuration not stated)
 : ?, ?, 5.8µM*, -29.8%, ?, ?, i, ?, 48.4%[activator]
CC(CC(=O)Nc1ccc2c(c1)c(=O)n(C)n2-c1ccc2ccccc2c1)C(F)(F)F (configuration not stated)
 : ., 58.7, 5.8µM*, ?, ., 5.8µM*, i, ?, 2.1%
C(#Cc1ccccc1)CN1CCCCC1
 : -8.5%, 0.0, 10.9%, 13.6%, -3.6%, -2.8%, i, 3.5%, -2.4%
COC(=O)c1cc(S(=O)(=O)N2CCN(c3ccc([N+](=O)[O-])cc3)CC2)c[nH]1
 : ?, 2.3, -2.3%, 3.4%, 3.5%, -14.8%, i, -1.2%, .
CC(OC(=O)c1ccc([N+](=O)[O-])o1)C(=O)NC1CCCCC1C (configuration not stated)
 : -11.3%, -21.4, 9.6%, -0.4%, 2.7%, 8.6%, i, -3.3%, 2.7%
CCOC(=O)C1(Cc2ccc(OC)cc2)CCN(C(=O)c2cncs2)CC1
 : 1.3%, 0.0, -9.1%, -0.2%, -0.9%, ?, i, -6.0%, .
CCCNS(=O)(=O)c1ccc(CCC(=O)NCCc2ccc(OC)c(OC)c2)cc1
 : 3.9%, 1.8, 1.4%, -0.8%, 16.0%, -0.3%, i, 6.1%, 0.6%
O=C(CCC1CCN(Cc2ccc(Cl)cc2)CC1)NC1CC1
 : 0.8%, 6.4, 12.8%, -7.4%, ?, -13.0%, i, -9.7%, -2.5%
CCOC(=O)c1c(CSc2ccccc2)n(C)c2ccc(O)c(CN3CCOCC3)c12
 : -3.9%, 0.6, 1.0%, -7.1%, 0.4%, -1.8%, i, -16.5%, -14.7%
Cc1ccc(Cl)cc1N1CCN(C(=O)C(C)n2ncn3cccc3c2=O)CC1 (configuration not stated)
 : 13.9%, -23.2, ?, -3.9%, -1.4%, 6.1%&-1.8%, i, 2.6%, ?
FC(F)(F)c1ccccc1NC(=S)Nc1ccccc1
 : 3.5%, 22.2, -10.1%, 24.6%, 6.5%, 0.0%, i, 1.3%, 10.1%
COc1cc2c(cc1OC)C(C)N(C(=O)C1COc3ccccc3O1)CC2 (configuration not stated)
 : 0.9%, -51.1*, -4.6%, -25.6%, 0.6%, -24.3%, i, -10.6%, -27.6%
CC(OC(=O)c1ccc(-n2cnnn2)cc1)C(=O)NCc1ccccc1 (configuration not stated)
 : -11.0%, 1.8, 12.5%, 3.4%, -24.1%, 0.3%, i, 4.6%, 20.4%
COc1ccc(S(=O)(=O)N2CCOCC2)cc1N(C)S(=O)(=O)c1ccc(C)cc1
 : -5.2%, i, -10.3%, -3.4%, -3.7%, ?, i, -9.5%, -6.6%
CC1CCCCN1C(=O)COC(=O)c1ccc(N2CCCC2=O)cc1 (configuration not stated)
 : -19.9%, -11.9, -0.9%, 7.4%, 1.1%, 3.8%, ?, 0.2%, .
CCNc1nc(NCC)nc(SCC(C)=O)n1
 : -0.5%, -4.9, -16.2%, 16.1%, -0.9%, -12.1%, i, -3.2%, -5.3%[11.3 µM]
COc1cccc(Nc2nc(NCCO)c3ccccc3n2)c1
 : ?, ., ?, ?, ?, ?, i, ?, -12.5%
CC1(C(=O)NCc2cccnc2)CCC(=O)N1CCc1ccccc1 (configuration not stated)
 : -17.0%, 2.6, 27.6%, 8.2%, 0.0%, ?, i, 3.5%, 6.0%
Cc1onc(-c2c(Cl)cccc2Cl)c1C(=O)ONC(=O)c1cc(C(F)(F)F)cc(C(F)(F)F)c1
 : -1.7%, 23.6, 1.4%, -4.9%, -3.9%, -5.7%, i, -13.2%, -20.5%
Cc1cccc2c1c(N=NC(N)=S)c(O)n2C1OC(CO)C(O)C(O)C1O (configuration not stated)
 : -4.3%, 1.3, 0.2%, 7.5%, -1.1%, -2.9%, i, 15.2%, -12.5%
